Compound activity (PubChem BioAssay)
HUVEC prolif 384 – human endothelial cell proliferation inhibition; HUVEC proliferation, CellTiter-Glo luminescence, 72 h; stronger effect = lower value; viability, % at 10 µM (by protocol); 86,000 compounds, 1.1% hits;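 active means viability at or below 30%; inactive means viability above 30%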;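 further: 100% = median luminescence of DMSO-only cell control wells on each plate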
DAT uptake mod – modulates human dopamine transporter uptake under cocaine; LLC-PK1 hDAT cells, [14C]-dopamine uptake with cocaine IC80; actives deviate in either direction; 110,000 compounds, 1.3% hits; B-score at 10 µM; Q01959; AID 449768;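 active means Z score or B-score, a plate-position-corrected score, falls beyond the plate's 99.7% confidence bounds, in either direction; inactive means both scores lie inside the 99.7% bounds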;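 further: scored against the spread of the other compound wells on the same plate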
Lung fibro prol – blocks proliferation of human lung fibroblasts | LL 47 human lung fibroblast viability, ATP luminescence; stronger effect = lower value | viability, % at 10 µM | 85,000 compounds, 1.1% hits;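 active means viability at or below 50% in the single dose screen; inactive means viability above 50%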;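 further: compound exposure lasted 72 h before the ATP readout; 100% = median luminescence of untreated cell-only wells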
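Assay system: human lung fibroblast line LL 47, low passage. Input: 1,150 fibroblasts seeded per well. Times: overnight cell rest, 72 h compound treatment at 37 °C. Evaluation: % viability of median cell-only signal. Technique: luminescent ATP detection, CellTiter-Glo. Control set: cell-only wells, no compound.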
PostGolgi yeast – growth inhibition of a yeast mutant, post-Golgi transport screen; inhibition, % at 10 µM; 98,000 compounds, 0.9% hits; post-Golgi transport phenotypic cell assay;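 further: yeast cells grown in 1536-well plates; yeast grown about 18 h at 30C before absorbance read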
S1P2 agonist – S1P2 (human) receptor agonism. activation, % at 4.5 µM. AID 729. O95136. 97,000 compounds, 0.46% hits. S1P2-expressing cell line, agonist reporter read-out; in the data active means activation above about 16%;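 further: 0% = vehicle low control and 100% = maximal reference agonist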
Target sequence (O95136 whole entry, looked up): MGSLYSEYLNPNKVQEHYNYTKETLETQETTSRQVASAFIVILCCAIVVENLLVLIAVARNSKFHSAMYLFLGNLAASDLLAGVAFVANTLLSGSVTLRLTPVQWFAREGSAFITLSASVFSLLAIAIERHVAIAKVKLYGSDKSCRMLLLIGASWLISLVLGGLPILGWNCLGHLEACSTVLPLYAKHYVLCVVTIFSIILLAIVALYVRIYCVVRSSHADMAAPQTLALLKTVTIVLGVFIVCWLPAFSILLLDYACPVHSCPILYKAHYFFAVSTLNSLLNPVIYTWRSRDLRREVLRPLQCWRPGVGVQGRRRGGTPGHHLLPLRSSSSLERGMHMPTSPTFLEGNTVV
E coli WT exp – E. coli BW25113 growth inhibition, expanded screen; OD600 absorbance; growth inhibition, % at 100 µM; 98,000 compounds, 0.15% hits; AID 710;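 active means growth inhibition above about 50% at one test dose, limit read from the data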;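 further: growth measured after 20 h incubation at 37 °C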
PostGolgi ctrl – growth of the yeast control strain, post-Golgi counter-screen; efflux-deficient yeast background strain, growth absorbance A615, 16 h; inhibition, % at 10 µM; 98,000 compounds, 5% hits; AID 738
H69AR growth 86K – growth inhibitors of human H69AR lung tumor cells | AID 598 | H69AR lung tumor viability, ATP luminescence, 72 h; stronger effect = lower value | viability, % at 10 µM | 85,000 compounds, 6% hits;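 active means viability at or below 40%; inactive means viability above 40%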;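 further: multidrug resistant small cell line overexpressing MRP-1 efflux transporter; 100% = mean luminescence of untreated control wells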
S1P2 antag – antagonists of human S1P2 receptor; cell-based S1P2 antagonist assay, inhibition at 5 uM; 97,000 compounds, 0.21% hits; O95136; inhibition, % at 5 µM; AID 736; in the data active means inhibition above about 45%;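 further: CRE beta-lactamase reporter cells expressing human S1P2 stimulated with S1P; 0% = agonist at EC80 alone and 100% = agonist plus reference antagonist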
Active calls of the source: *; . = not tested or not shown. Unless noted, no stated cut-off is given here; in the data, active means inhibition above about 30%; inactive means the rest.

Each structure is followed by: HUVEC prolif 384, DAT uptake mod, Lung fibro prol, PostGolgi yeast, S1P2 agonist, E coli WT exp, PostGolgi ctrl, H69AR growth 86K, S1P2 antag
[1] COCCN1C(=O)c2ccccc2C(C(=O)Nc2ccc3c(c2)OCCO3)C1c1ccc(F)cc1 (configuration not stated)
→ 93, 0.56, 89, -8, -9, -1, 14, 95, -5
[2] CCc1ccc(C(=O)/C=C/c2cnn(C)c2C)s1
→ 105, -0.049, 106, ., -2, ., ., 77, 8
[3] CCCn1c2ccccc2c2nnc(SCC(=O)Nc3ncccn3)nc21
→ 103, 0.9, 95, 2, 9, 7, 4, 68, -44
[4] C/C(=N\O)C1(C)N(O)C(C)(C)C(c2ccc(Br)cc2)=[N+]1[O-] (configuration not stated)
→ 87, 0.013, 98, -2, ., 4, -5, 72, .
[5] CC1(c2cc(C(F)(F)F)n3nc(C(=O)O)cc3n2)CC1
→ 93, 0.051, 97, ., -1, ., ., 49, -9
[6] Cc1cc(NC(=O)CCOc2ccccc2)no1
→ 101, 0.0087, 101, ., -5, ., ., 87, 6
[7] CC(C)(C)C(=O)OCc1cn(-c2ccccc2)nn1
→ ., -1.3, ., -6, -4, 0, 19, ., -1
[8] O=C(NC1CCC(NC(=O)C(F)(F)C(F)F)CC1)C(F)(F)C(F)F (configuration not stated)
→ 100, 0.48, 96, 0, ., -5, -1, 96, .
[9] Cc1cccc(C)c1NC(=O)CSCCO
→ 99, -0.34, 96, 5, -6, 1, 12, 91, 17
[10] O=C(C1CCN(S(=O)(=O)c2cccs2)CC1)N1CCCCCC1
→ 102, -0.68, 104, 34*, -2, 6, -4, 96, -27
[11] CCC(C)NS(=O)(=O)c1cccs1 (configuration not stated)
→ 91, -1.5, 98, 21, 0, 6, 12, 99, -16
[12] c1ccc(CC2CNc3ccccc3CN2)cc1 (configuration not stated)
→ 88, 0.01, 94, 8, -6, -7, 7, 79, 27
[13] CC(C)N=c1scc(-c2ccco2)n1/N=C/c1ccc(O)c(O)c1
→ 47, 0.25, 48*, 3, -2, 12, 55*, 31*, 12
[14] COc1ccccc1-n1c(CNC(=O)c2ccccc2)nnc1SCC(=O)Nc1nnc(C)s1
→ 97, 1.7, 100, ., ., ., ., 108, .
[15] CCN(CC)C(=O)C1CCN(Cc2ccc(Br)cc2)CC1
→ 102, -0.26, 91, 61*, -7, 2, 6, 99, 3
[16] Cc1cc(OCc2nc(-c3cccs3)no2)cc(C)c1Cl
→ 103, -1.3, 98, -1, -4, 3, 4, 94, -1
[17] O=C(C1=C(O)C(=O)N(Cc2ccccc2)C1c1ccco1)c1ccco1 (configuration not stated)
→ 109, -1.1, 111, 5, -2, 0, 1, 94, -21
[18] CCOc1ccc2[nH]c(C)c(CN3CCCCC3)c(=O)c2c1
→ 93, ., 110, -2, -2, 8, -3, 89, -2
[19] COc1cc(OC)c(C2C(C(=O)Nc3ccccc3)=C(C)Nc3ncnn32)cc1OC (configuration not stated)
→ 95, 0.34, 105, -1, -5, -4, 2, 96, 16
[20] CCCc1cc(=O)n2[nH]c(CCc3ccccc3)nc2n1
→ 92, -0.49, 101, 2, -5, -6, -2, 100, 8
[21] Cc1ccc2[nH]c(=O)c3cc(C(=O)N(CCCOC(C)C)Cc4ccco4)sc3c2c1
→ 46, 0.029, 70, 5, -1, -12, 14, 53, -6
[22] O=c1[nH]c(=O)n(CCO)c2nnn(Cc3ccccc3)c12
→ 98, -0.54, 102, -2, -7, 4, -4, 92, -1
[23] Cc1ccc(SCC(=O)Nc2cccc(NC(=O)c3ccco3)c2)cc1
→ ., 0.75, ., 11, -5, -2, 4, ., -12
[24] COc1ccccc1/C=C/CN1CCN(c2ccccc2)CC1
→ 91, 0.3, 96, 2, -5, 9, 13, 112, 2
[25] CNc1nc(OC)nc(N2CCOCC2)n1
→ 87, 0.57, 98, -5, -2, 2, 2, 92, -31
[26] O=C(CSc1nc(-c2ccccc2)cc(=O)[nH]1)N1CCOCC1
→ 90, -0.67, 91, 2, -1, -2, 0, 103, -3
[27] Cn1c(SCC(=O)N2CCCCC2)nnc1-c1ccc(S(=O)(=O)N2CCOCC2)cc1
→ 89, -0.36, 96, -12, -4, -10, 5, 91, 23
[28] Cc1cc(-c2ccccc2)nc(N(C)NC(=O)c2cccc(C(F)(F)F)c2)c1S(C)(=O)=O
→ 81, 2.1, 84, -7, -4, -14, 3, 89, 19
[29] Cc1ccc(S(=O)(=O)CCC(=O)OCC(=O)Nc2cc(C)on2)cc1
→ 83, 0.032, 93, -2, -8, 5, 7, 85, 0
[30] CCn1nccc1C(=O)Nc1cc(Cl)ccc1Cl
→ 99, 0.22, 99, 6, 0, -4, -1, 82, -12
[31] CC(=O)c1cc(-c2ccccc2)n(CC(=O)N2CCC(N3CCCCC3)CC2)c1C
→ 92, 0.95, 103, 2, 0, 2, -6, 96, 10
[32] Cc1cccc(-n2c(N)cc(=O)[nH]c2=S)c1C
→ 92, -0.81, 98, 7, 0, 3, 20, 98, 0
[33] O=C(c1cc(C2CC2)on1)N1CCN(C(c2ccccc2)c2ccccc2)CC1
→ ., -0.051, ., 4, -7, -4, 13, ., 11
[34] COc1ccc(OC)c2sc(NC(=O)c3ccc(Cl)s3)nc12
→ ., 1.4, ., 2, -11, -10, 13, ., 5
[35] O=C1c2ccccc2N2C(=O)c3ccccc3C2N1Cc1ccco1 (configuration not stated)
→ 100, -0.038, 92, 9, -3, -5, 18, 72, -14
[36] CC(C)N(C(=O)CSc1nnc(-c2cc3ccccc3cc2O)n1Cc1ccco1)C(C)C
→ 79, 0.17, 88, -3, -2, -14, 14, 78, 30
[37] COC(=O)Nc1c(C(=O)OC)cc(OC)c(OC)c1OC
→ 89, -0.76, 102, -1, -1, 0, 2, 92, 1
[38] COC(=O)CSc1nc(NC(C)C)nc(N2CCOCC2)n1
→ 91, 1.2, 97, 0, -7, -1, 8, 77, -22
[39] COc1ccc(C(=O)COC(=O)CN2C(=O)NC(C)(C)C2=O)cc1OC
→ 102, 0.2, 93, 12, -3, 6, -8, 97, 14
[40] COc1ccc(CNC(=O)Cn2c(=O)oc3ccccc32)cc1OC
→ 94, 0.0018, 109, -15, -7, -6, 6, 93, 1
[41] CCOC(=O)c1c2ccc(OCC(=O)N/N=C/c3ccccc3C(F)(F)F)cc2n2ccccc12
→ ., 0.25, ., -6, -1, -7, -2, ., 4
[42] Cc1ccc(C)c(N(C(=O)CS(=O)CC(=O)Nc2ccc3c(c2)OCO3)C(C)C(=O)NC2CCCC2)c1 (configuration not stated)
→ 84, 1.4, 93, ., -7, ., ., 85, -6
[43] COc1ccc(OC)c(-c2cc(C(=O)Nc3c(C)nn(Cc4ccccc4C)c3C)no2)c1
→ 96, 0.017, 97, 0, 3, -8, 28, 81, -4
[44] O=P(O)(O)CCP(=O)(c1ccccc1)c1ccccc1
→ 103, -2.5*, 108, 2, -4, -5, 6, 97, 9
[45] O=C1c2ccccc2C(O)(Cc2ccccc2)N1Cc1ccco1 (configuration not stated)
→ 81, -0.13, 101, 2, -5, 5, 6, 95, -4
[46] CCOC(=O)c1ccc2c(c1)nc(SCc1cn3ccsc3n1)n2CC
→ 96, 1, 94, -3, 3, -12, 0, 86, -24
[47] CCOC(=O)N1CCC(Nc2c(-c3ccccc3)c(=O)c2=O)CC1
→ 94, 1.7, 102, -2, -2, 4, 6, 41, -12
[48] Cc1cccc(N2C(=O)CC(Sc3nc(C)cc(C)n3)C2=O)c1 (configuration not stated)
→ 95, 0.69, 94, -3, -1, -3, -5, 107, -14
[49] COCCNC(=O)CSCc1nc(-c2ccc(SC)cc2)oc1C
→ ., 0.22, ., -8, -4, -6, 5, ., 2
[50] Cc1cc(NC(=O)c2ccc3c(c2)C(=O)N(C2CCCCC2)C3=O)no1
→ 92, -0.0026, 79, 2, -3, -1, 7, 27*, 8
[51] CCc1nc(SCc2nnc(-c3ccc(C)cc3)o2)c2c(C)c(C)sc2n1
→ 103, 0.7, 99, ., -4, ., ., 85, -17
[52] COc1ccc(C(=O)O/N=C(\N)Cc2ccc(Cl)cc2)cc1OC
→ ., 2.9, ., 8, 12, 29, 25, ., -17
[53] Cc1ccccc1NC(=O)C1CCCN(S(=O)(=O)c2cnc[nH]2)C1 (configuration not stated)
→ 122, 0.21, 108, 4, -4, -2, 60*, 95, 14
[54] O=C(COc1ccccc1)Nc1nnc(-c2ccc3c(c2)CCCC3)o1
→ 91, 0.0013, 99, -14, -5, -6, 31*, 76, 18
[55] O=C(O)Cn1c(P(=O)(O)c2ccccc2)nc2ccccc21
→ 92, 1.3, 96, -5, -1, 4, 12, 99, -2
[56] Clc1ccc2[nH]c3c(NCCCN4CCOCC4)ncnc3c2c1
→ 70, -0.33, 79, -1, 4, 21, -1, 76, -19
[57] COC(=O)C1=C(N)Oc2cc(C)n(Cc3ccncc3)c(=O)c2C1c1cccnc1 (configuration not stated)
→ 92, 0.2, 99, ., -5, ., ., 87, -13
